ABCB6 inh 2: inhibitors of human ABC transporter ABCB6; Q9NP58; K562-ABCB6 porphyrin accumulation, flow cytometry, 1 h; hits give low values; fluorescence ratio to DMSO, % at 10 µM; actives 0.19% (n = 360,000);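 active means fluorescence ratio to DMSO below 75%, the collection mean minus 3 SD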;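 further: signal is porphyrin accumulated inside mitochondria; 100% equals median channel fluorescence of DMSO control wells; lower ratio means ABCB6 inhibition with less porphyrin fluorescence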
MC4R antag cAMP: human MC4R antagonism in cAMP assay; P32245; MC4R-expressing cells, MTII-stimulated cAMP, LANCE TR-FRET; inhibition, % at 6.5 µM; actives 0.48% (n = 360,000); AID 540295;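 active means inhibition above its plate's cutoff, the mean of tested wells on that plate plus 3 SD, cut at about 29% in these data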;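 further: 0% = Melanotan II alone and 100% = Melanotan II plus saturating MCL0020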
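Assay system: human MC4R-expressing U2OS cells; reagent: Melanotan II stimulation of cells; dosing: 6.5 µM single dose; timing: compound 30 min, challenge 1 h, detection 1 h; signal: TR-FRET cAMP assay; replicates: one well per compound, no replicates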
MC4R ag barr: agonists of human melanocortin 4 receptor (MC4R) beta-arrestin | P32245 | U2OS MC4R beta-arrestin complementation, luminescence; percent of melanotan II response, DMSO zero | activation, % at 8.9 µM | actives 0.98% (n = 360,000) | AID 540308;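 active means activation above a per-plate cutoff, the mean activation of sample wells on that plate plus 3 SD, cut at about 8% in these data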
Vif imaging: inhibitors of HIV Vif; HEK293T cells, Vif self-association by quenched fluorescence, imaging, 24 h; inhibition, % at 7.49 µM; actives 0.35% (n = 340,000); AID 602346; in the data active means inhibition above about 50%, passing the limit was not always enough; further: some results filed as inactive read as strong as hits
Glyco luc inh: blocks N-linked glycosylation in D54 reporter cells. D54 ERlucT glycosylation luciferase reporter, 24 h; percent of 100 nM tunicamycin response. reporter increase, % at 12.5 µM. actives 0.23% (n = 360,000). AID 588692;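 active means mean luciferase reporter signal, scaled so untreated is 0 and the glycosylation-blocking control 100, at or above a set limit in every replicate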;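 further: luciferase carries N-glycosylation sites so blocking glycosylation raises the light; 0% = median of neutral control wells and 100% = median of 100 nM tunicamycin wells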
CaV13 FRET inh: Disruptors of the CACNA1D IQ motif to Ca2+-dependent inactivation inhibitor domain association, primary screening, Förster resonance energy transfer in intact living …. HEK cells, CFP/YFP FRET ICDI-IQ, plate reader, 10 min; percent FRET-ratio fall versus neutral wells. inhibition, % at 12.3 µM. actives 0.098% (n = 340,000). AID 743397;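 active means mean replicate inhibition of at least 30% and at least 1% of replicates passing that level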;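 further: 0% = median of the neutral control wells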
HTR2A ag: mouse HTR2A agonism via beta-arrestin recruitment | P35363 | CHO-K1 mHTR2A beta-arrestin complementation, luminescence; percent of 30 µM serotonin response | activation, % at 7.6 µM | actives 0.66% (n = 360,000);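 active means activation above a run cutoff, the mean activation of all tested compounds plus 3 SD, cut at about 14% in these data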;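 further: 0% = plate median of compound wells and 100% = 30 µM serotonin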
Target sequence (P35363 whole entry, looked up): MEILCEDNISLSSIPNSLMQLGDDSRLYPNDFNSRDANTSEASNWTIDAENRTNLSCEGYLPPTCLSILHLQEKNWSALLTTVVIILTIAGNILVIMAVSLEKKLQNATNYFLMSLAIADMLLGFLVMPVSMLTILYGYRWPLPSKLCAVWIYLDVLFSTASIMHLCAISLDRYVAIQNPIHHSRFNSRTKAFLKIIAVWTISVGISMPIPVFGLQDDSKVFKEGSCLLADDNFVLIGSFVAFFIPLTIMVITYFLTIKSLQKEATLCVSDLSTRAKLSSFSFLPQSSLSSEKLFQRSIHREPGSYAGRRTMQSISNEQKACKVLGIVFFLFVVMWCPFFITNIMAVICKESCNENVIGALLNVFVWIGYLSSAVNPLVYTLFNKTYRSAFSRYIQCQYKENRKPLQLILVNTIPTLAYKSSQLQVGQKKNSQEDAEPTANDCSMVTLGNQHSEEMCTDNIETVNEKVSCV
aDG glyco act: increases alpha dystroglycan glycosylation; Pro5-aDG cells, alpha-DG glycosylation AlphaScreen (IIH6); 0% Pro5, 100% B10-LARGE cell signal; activation, % at 10 µM; actives 0.22% (n = 360,000); AID 624168;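 active means activation of at least 8% versus controls, or a plate z-score of at least 8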;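 further: Pro5 are CHO cells carrying HIG-tagged alpha-DG that lacks glycosylation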
H9c2 protect: protects H9c2 cardiomyocytes from peroxide injury; H2O2 injury protection, ATPLite, 2 h; protection from H2O2 cell death, % at 20 µM; actives 0.63% (n = 360,000); AID 588492;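 active means compounds giving at least 50% protection of heart cells from peroxide-induced death in the single-dose screen, raw or plate-pattern-corrected value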;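 further: 0% = DMSO wells with peroxide and 100% = DMSO wells without peroxide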
PDI turbidity: blocks human protein disulfide isomerase activity; AID 588391; P07237; PDI insulin aggregation turbidity, A650, 90 min; inhibition, % at 10 µM; actives 0.052% (n = 350,000);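 active means mean inhibition across replicates of 30% or more, whatever share of single replicates reach that level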;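 further: absorbance from insulin aggregation driven by PDI reduction with DTT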
Target sequence (P07237 whole entry, looked up): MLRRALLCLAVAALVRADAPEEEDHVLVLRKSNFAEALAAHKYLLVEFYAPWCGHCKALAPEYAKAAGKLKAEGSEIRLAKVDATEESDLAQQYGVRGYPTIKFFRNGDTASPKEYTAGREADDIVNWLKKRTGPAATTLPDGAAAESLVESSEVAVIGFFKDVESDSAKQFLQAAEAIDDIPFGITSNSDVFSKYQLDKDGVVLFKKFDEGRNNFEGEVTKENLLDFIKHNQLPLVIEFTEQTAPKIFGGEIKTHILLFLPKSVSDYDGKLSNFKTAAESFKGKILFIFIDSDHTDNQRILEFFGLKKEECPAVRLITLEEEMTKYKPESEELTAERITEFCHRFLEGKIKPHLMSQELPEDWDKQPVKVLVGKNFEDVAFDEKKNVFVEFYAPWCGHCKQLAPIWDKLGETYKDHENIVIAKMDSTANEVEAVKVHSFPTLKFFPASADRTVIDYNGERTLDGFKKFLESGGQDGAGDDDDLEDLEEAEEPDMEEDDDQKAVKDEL
* marks the source's active call; other numbers are inactive results; . = not tested or not shown.

SMILES	ABCB6 inh 2	MC4R antag cAMP	MC4R ag barr	Vif imaging	Glyco luc inh	CaV13 FRET inh	HTR2A ag	aDG glyco act	H9c2 protect	PDI turbidity
CCc1ccc(C(C)(O)C(CN2CCOCC2)c2ccccc2)cc1 (configuration not stated)	101	11	2.0	.	-3	-21	2	0.4	-2	-1
COc1ccc(Cl)cc1NC(=O)c1cccc(N2C(=O)C3CC=CCC3C2=O)c1 (configuration not stated)	99	4	-1.0	7	5	-6	6	0.3	-1	-12
CC(=O)c1ccc(NC(=O)Cn2c(=O)oc3ccccc32)cc1	96	3	-1.3	.	0	-4	-2	0.0	2	-2
Cc1cc(OCC(=O)O)c2cccc(C)c2n1	88	2	-1.0	4	1	-4	1	-0.1	-6	6
CCOC(=O)C(C)Sc1nc(N2CCOCC2)c2c(c1C#N)CC(C)(C)OC2 (configuration not stated)	98	13	-0.4	-4	1	-22	1	0.0	12	-1
Cc1nc2ccc(C(=O)N(C)Cc3ccccc3)cn2c1N(C)C(=O)CCc1ccccc1	99	0	-1.4	3	0	-6	-1	0.2	14	21
COc1ccc(NC(=S)NC2CCCCC2)c(OC)c1	102	-2	-0.6	1	-2	-3	1	-0.1	-16	-3
CC1CCCCC1=NNC(=O)c1ccccc1 (configuration not stated)	99	-2	-1.4	-16	0	-6	3	0.0	1	8
Nc1ncnc2c1ncn2[C@H]1C[C@H](O)[C@@H](CO)O1	99	4	-1.1	-1	1	.	9	0.0	8	.
O=C(O)CC1(CC(=O)NCc2ccc(Cl)cc2)CCCCC1	78	2	0.0	0	1	-4	7	-0.1	7	-10
COCCCNC(=O)c1ccc(C(=O)NCCCOC)cc1	106	12	-0.5	7	3	-9	-4	0.0	2	-1
O=C(CSCc1cnn(-c2ccccc2)c1-n1cccc1)NCc1ccc2c(c1)OCO2	100	11	0.8	-8	1	.	1	-0.2	-1	-1
CCOc1ccc(-c2c(=O)n(OCc3nc4ccccc4[nH]3)c3ccccc3[n+]2[O-])cc1	98	-1	-0.1	-6	1	-5	3	-0.1	10	3
CC1(C)c2[nH]c3ccccc3c2C[C@H]2C(=O)N(Cc3cccc(F)c3)C(=O)N21	99	12	0.7	-1	-1	-6	5	0.1	-6	5
C=CCNC(=S)N1CCN(c2ccc([N+](=O)[O-])cc2)CC1	97	1	-1.8	-18	2	-3	2	2.1	-9	1

Entries of single compounds, quoted from the list. Order of screens: ABCB6 inh 2	MC4R antag cAMP	MC4R ag barr	Vif imaging	Glyco luc inh	CaV13 FRET inh	HTR2A ag	aDG glyco act	H9c2 protect	PDI turbidity
`CCOc1ccc(-c2c(=O)n(OCc3nc4ccccc4[nH]3)c3ccccc3[n+]2[O-])cc1` across the screens: 98	-1	-0.1	-6	1	-5	3	-0.1	10	3
`C=CCNC(=S)N1CCN(c2ccc([N+](=O)[O-])cc2)CC1` across the screens: 97	1	-1.8	-18	2	-3	2	2.1	-9	1

The listing continues:
SMILES	ABCB6 inh 2	MC4R antag cAMP	MC4R ag barr	Vif imaging	Glyco luc inh	CaV13 FRET inh	HTR2A ag	aDG glyco act	H9c2 protect	PDI turbidity
Cc1ccc(C2(c3noc(CN(C)Cc4cnn(C)c4)n3)CCCC2)cc1	101	-7	0.2	3	0	-4	-2	-0.2	3	7
CCC(C)(C)C1CCc2[nH]nc(C(=O)NN)c2C1 (configuration not stated)	98	4	-0.6	4	-3	-1	-3	-0.1	-4	-3
N#Cc1c(-c2cccs2)cc(-c2ccccn2)nc1N	91	-6	0.5	-13	1	-5	2	0.2	43	13
Cc1sc(NC(=O)Cc2ccc3c(c2)OCO3)nc1-c1ccc2c(c1)CCN2C(=O)c1cccc(F)c1	86	6	-2.8	-6	-5	-2	-3	1.9	-9	3
COc1ccc(OC)c(-c2nc(C(N)=O)c3[nH]c(=O)n(-c4ccc(F)cc4)c3n2)c1	107	5	-0.4	2	1	-5	0	-0.2	-23	-4
Cc1nnc(NC(=O)C2CCN(S(=O)(=O)c3ccc(F)c(F)c3)CC2)o1	96	-2	-0.4	6	0	-5	0	0.0	8	-1
O=C1OC2C(O)COC23OC(O)CCC13O (configuration not stated)	96	.	.	0	3	-5	-2	0.0	7	.
COc1cc(NC(=O)Cn2ccsc2=N)cc(OC)c1	103	7	-0.3	.	-1	-2	-2	-0.1	8	-1
N#C/C(C(=O)N1CCCC1)=C1/N=C(N)c2ccccc21	96	0	-2.2	8	4	-4	-4	0.5	0	-4
COc1cccc(N2C(=O)CC(NNC(=O)c3cccs3)C2=O)c1 (configuration not stated)	103	-5	1.6	4	4	-3	4	-0.2	2	-4
Cc1ccc(N(CC(=O)NC2CCCCC2)C(=O)Cn2nnc(-c3ccc(C)o3)n2)cc1	100	-1	-3.6	10	2	5	2	0.9	0	2
NC1=NC(=O)/C(=C\c2cc([N+](=O)[O-])ccc2Cl)S1	100	-8	0.6	-6	1	3	-3	0.5	6	-4
C=CCN=C1N[C@@H](c2cccc(C(F)(F)F)c2)C(C(=O)OC)=C(C)N1CC	103	9	-1.2	2	-1	-4	3	0.2	15	2
Cc1csc(NC(=O)c2ccncc2)n1	101	8	0.3	.	1	-10	-1	-0.1	12	5
COCCCN(C(=O)Cc1csc(-c2cccc(Cl)c2)n1)c1c(N)n(Cc2ccccc2)c(=O)[nH]c1=O	102	10	-3.7	-7	1	-6	5	-0.2	-4	0
Cc1cccc(OCC(=O)Nc2nnc(S(=O)(=O)N3CCC(C)CC3)s2)c1	95	-1	-0.6	.	1	-3	17*	-0.2	-7	.
CC1=C(C(=O)N(C)C)CC(CC(=O)NC2CCCC2)C(=O)N1CCC1=CCCCC1 (configuration not stated)	98	9	1.6	.	-2	-2	-2	0.1	-6	-7
Cc1nnc(-c2cccc(C(F)(F)F)c2)nc1N1CCOCC1	101	10	-0.7	4	1	-19	-2	-0.4	-8	-1
COc1ccc(NC(=O)c2cc(-c3ccccn3)nc3ccccc23)cc1S(=O)(=O)N(C)C	88	23	-1.7	-15	1	-5	0	-0.5	89*	14
CC1CCCCN1C(=O)CN(C)S(=O)(=O)c1cccc2nsnc12 (configuration not stated)	89	4	-1.2	-6	1	-15	-23	-0.1	-2	-2
Cc1cccnc1NC(=S)Nc1ccc(Cl)c(Cl)c1	95	17	0.6	-8	-1	-4	3	-0.1	-14	1
CCOc1cc(C2C(C#N)=C(N)Oc3n[nH]c(-c4ccccc4)c32)ccc1O (configuration not stated)	94	-37	-2.4	10	0	-4	0	-0.3	6	4
O=C(O)c1cccnc1SCc1cn2cc(Br)ccc2n1	101	7	-2.3	12	0	-4	0	0.0	2	-9
C[N+]1(CCCCCCC(=O)/C=N/O)CCCCCC1	95	9	-1.6	7	3	-5	1	0.0	-2	6
CC(=O)C1=C(O)C(=O)N(Cc2ccccc2)C1c1ccc(F)cc1 (configuration not stated)	92	9	1.7	-11	1	-19	-5	-0.1	-4	4
Cc1cccc(C)c1NC(=O)CN(C)C(=O)CSC(=S)N1CCCC1	99	11	-3.1	-3	1	-17	2	-0.2	1	0
Cc1ccc(S(=O)(=O)NC(CC(=O)N2CCOCC2)c2ccco2)cc1 (configuration not stated)	92	-1	1.5	8	2	1	43*	0.1	13	6
Cc1ccc(-c2nc(SC(C)C(=O)c3c(N)n(C)c(=O)n(C)c3=O)n[nH]2)cc1 (configuration not stated)	98	8	-2.5	-12	4	-4	4	-0.2	3	0
O=C(Nc1cccnc1)c1cccc(S(=O)(=O)N2CCCC2)c1	100	14	0.7	6	1	-3	3	0.0	2	6
CCNc1ncnc2c1cnn2C1CCCO1 (configuration not stated)	98	-4	-3.0	12	1	-6	-7	-0.2	-6	2
NC(=O)C1CCN(C(=O)CCc2nc3ccccc3c(=O)[nH]2)CC1	102	5	-0.3	.	4	-8	-3	0.0	36	1
Cc1ccc(NC(=O)CCN2CCC(C)CC2)cc1	108	13	0.1	-6	2	-4	0	0.1	6	3
CC(C)(C)c1n[nH]c2c1CCCC2	97	2	-1.1	.	0	-3	-3	0.0	1	1
CCOC(=O)c1c(NC(=O)C2(C)Cc3ccccc3C(=O)O2)sc2c1CCCC2 (configuration not stated)	104	6	-0.6	1	-2	-12	-2	0.1	-8	-4
CN(C(=O)c1ccc(NC(=O)Cc2cccc(NC(=O)C3CCN(C(=O)C4CCCC4)CC3)c2)cc1)C1CC1	103	4	-1.3	.	0	-5	-5	-0.2	-32	8
COc1ccc(OCCN2C(=O)NC3(CCc4ccccc4C3)C2=O)cc1 (configuration not stated)	97	1	-2.9	10	2	0	11	-0.1	-3	9
c1ccc2c(c1)CC1(CCCCC1)n1nnnc1-2	97	14	-0.3	3	-2	-8	-1	-0.1	-5	7

Compounds above that contain an aryl methoxy group (seven):
SMILES	ABCB6 inh 2	MC4R antag cAMP	MC4R ag barr	Vif imaging	Glyco luc inh	CaV13 FRET inh	HTR2A ag	aDG glyco act	H9c2 protect	PDI turbidity
COc1ccc(Cl)cc1NC(=O)c1cccc(N2C(=O)C3CC=CCC3C2=O)c1 (configuration not stated)	99	4	-1.0	7	5	-6	6	0.3	-1	-12
COc1ccc(NC(=S)NC2CCCCC2)c(OC)c1	102	-2	-0.6	1	-2	-3	1	-0.1	-16	-3
COc1ccc(OC)c(-c2nc(C(N)=O)c3[nH]c(=O)n(-c4ccc(F)cc4)c3n2)c1	107	5	-0.4	2	1	-5	0	-0.2	-23	-4
COc1cc(NC(=O)Cn2ccsc2=N)cc(OC)c1	103	7	-0.3	.	-1	-2	-2	-0.1	8	-1
COc1cccc(N2C(=O)CC(NNC(=O)c3cccs3)C2=O)c1 (configuration not stated)	103	-5	1.6	4	4	-3	4	-0.2	2	-4
COc1ccc(NC(=O)c2cc(-c3ccccn3)nc3ccccc23)cc1S(=O)(=O)N(C)C	88	23	-1.7	-15	1	-5	0	-0.5	89*	14
COc1ccc(OCCN2C(=O)NC3(CCc4ccccc4C3)C2=O)cc1 (configuration not stated)	97	1	-2.9	10	2	0	11	-0.1	-3	9

Bioassay records: PubChem BioAssay, several laboratories
